# Compound activity deposited in PubChem BioAssay by National Center for Advancing Translational Sciences (NCATS).
# ALOX12 inh – blocks human arachidonate 12S-lipoxygenase; P18054; purified 12hLO, xylenol orange hydroperoxide absorbance; Potency, µM (highest dose often 108 µM), for the others: at the top dose activity change, negative = inhibition, most hits filed as inhibitors; actives 1.1% (n = 580,000); AID 1671190; also: % is scaled to controls: 0 for no effect and ±100 for the full control effect
#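 Purified human 12hLO at 150 nM in 25 mM Hepes, 0.01% Triton X-100, pH 7.0, preincubated 15 min at room temperature with compound. Reaction started with 40 uM arachidonic acid, 30 min at room temperature. Hydroperoxide measured by Fe-xylenol orange, 573/405 nm absorbance ratio.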
# USP1 inh – blocks the human USP1/UAF1 deubiquitinase complex. O94782. recombinant USP1/UAF1, Ub-Rhodamine cleavage fluorescence. Potency, µM (titrated, usually from 57.1 µM), for inactives: at the highest dose activity change, negative = inhibition, hits mostly inhibitors. actives 0.23% (n = 390,000). AID 743255; also: % is scaled to controls: 0 for no effect and ±100 for the full control effect; nearly all actives have a fitted effect of over 60% in size; inactives centre near -12
#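 In this screen, compounds sit with the deubiquitinase complex (1nM) for 15 min at room temperature before Ub-Rho is added at 150nM final. Fluorescence rise is then followed for 6 reads every 60 seconds.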
# RGS4 inhibitor – human RGS4 inhibition; P49798; Transcreener GDP fluorescence polarization, RGS4-accelerated GTP hydrolysis; Potency, µM (top dose mostly 114 µM), inactives show at the top dose activity change, negative = inhibition, usual class: inhibitors; actives 0.039% (n = 390,000); also: % is scaled to controls: 0 for no effect and ±100 for the full control effect; nearly all actives have a fitted effect of over 75% in size; some results filed as inactive show a strong effect at the top dose
# Target sequence (P49798 whole entry, looked up): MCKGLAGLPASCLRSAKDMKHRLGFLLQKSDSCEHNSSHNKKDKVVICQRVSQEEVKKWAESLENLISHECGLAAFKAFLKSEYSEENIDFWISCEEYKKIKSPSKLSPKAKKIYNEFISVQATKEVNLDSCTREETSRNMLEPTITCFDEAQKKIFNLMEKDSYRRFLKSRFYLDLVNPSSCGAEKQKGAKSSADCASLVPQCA
#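 MLSMR compounds (23 nl, pin-transferred) preincubated 10 min at room temperature with a 500nM (2x) first reagent, then RGS4 at 900nM (2x) plus Transcreener GDP mix added; fluorescence polarization (620/688 nm) read before and after 90 min at 30 °C.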
# TrxR1 substrate – is turned over as a substrate by rat TrxR1; actives 0.01% (n = 390,000); Potency, µM (doses to about 114 µM), for the others: at the top dose activity change, negative = substrate turnover; AID 588456; O89049; purified TrxR1 substrate turnover, NADPH consumption readout; also: % is scaled to controls: 0 for no effect and ±100 for the full control effect; nearly all actives have a fitted effect of over 50% in size
# Target sequence (O89049 whole entry, looked up): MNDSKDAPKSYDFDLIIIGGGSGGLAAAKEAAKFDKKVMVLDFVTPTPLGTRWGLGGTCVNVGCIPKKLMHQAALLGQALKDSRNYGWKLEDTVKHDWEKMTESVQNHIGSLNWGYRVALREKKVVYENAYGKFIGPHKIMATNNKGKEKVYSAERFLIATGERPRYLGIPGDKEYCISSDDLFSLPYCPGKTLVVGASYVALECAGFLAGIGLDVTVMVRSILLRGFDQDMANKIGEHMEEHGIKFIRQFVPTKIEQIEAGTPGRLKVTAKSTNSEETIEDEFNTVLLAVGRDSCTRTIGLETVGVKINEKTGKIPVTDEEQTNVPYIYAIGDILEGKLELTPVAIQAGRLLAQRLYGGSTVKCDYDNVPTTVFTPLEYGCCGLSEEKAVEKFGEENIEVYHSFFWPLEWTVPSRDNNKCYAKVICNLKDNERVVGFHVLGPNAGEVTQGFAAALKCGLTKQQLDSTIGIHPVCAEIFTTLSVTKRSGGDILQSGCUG
#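 Rat TrxR1, dispensed at 90 nM, was prereduced with 400 uM NADPH (final) for 5 min at ~22 deg C, then incubated with compound 15 min before 400 uM selenite. A first-read NADPH fluorescence drop versus no-compound background flagged substrates.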
# rTrxR1 inhibitor – rat TrxR1 inhibition | recombinant rTrxR1, NADPH fluorescence consumption, selenite substrate | Potency, µM (titrated, usually from 114 µM), without a hit: top-dose activity change, negative = inhibition, hits mostly inhibitors | actives 1% (n = 390,000); also: % is scaled to controls: 0 for no effect and ±100 for the full control effect; nearly all actives have a fitted effect of over 65% in size
#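 Rat TrxR1 (90 nM in the dispensed reagent) was pre-reduced with 400 uM NADPH for 5 min at room temperature, then incubated with compound for 15 min. After 400 uM selenite was added, NADPH fluorescence (Ex 340/Em 450 nm) was followed for 8 min.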
# Vif-APOBEC3G blk – inhibitors of Vif-APOBEC3G interaction; HeLa A3G-eYFP + Vif (tagged APOBEC3G with the HIV-1 protein that degrades it), YFP fluorescence, overnight; Potency, µM (series often up to 46.1 µM), inactives show at the top dose activity, negative = active, hits mostly inhibitors; actives 0.076% (n = 410,000); AID 602310;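 also: % is scaled to controls: 0 for no effect and ±100 for the full control effect; nearly all actives have a fitted effect of over 60% in size; hits raise eYFP signal because A3G escapes Vif-driven loss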
#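 Read-out is eYFP fluorescence (Ex 488/Em 500-530) from Vif-expressing HeLa A3G-eYFP cells; more signal means A3G escaped Vif-mediated degradation. Cells plated overnight, compound pinned in, incubated overnight at 37 deg C.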
# RXFP1 ag – RXFP1 (human) receptor agonism. HEK293T-RXFP1 cAMP TR-FRET, 30 min; response scale: percent of porcine relaxin response, buffer zero. Potency, µM (series often up to 57.5 µM), for the others: at the top dose activation, actives largely listed as activators. actives 0.3% (n = 370,000). AID 2676; also: % is scaled to controls: 0 for no effect and ±100 for the full control effect; nearly all actives have a fitted effect of over 60% in size; many of its hits are not listed in these tables
#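 HEK293 cells stably expressing RXFP1, treated 30 min at 37C with compounds plus PDE4 inhibitor Ro 20174; cAMP measured by HTRF TR-FRET. Normalized to buffer and 29 nM porcine relaxin; EC50 by Hill fit.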
# IDH1 R132H inh – human IDH1 R132H inhibition | O75874 | IDH1-R132H enzyme, NADPH consumption, diaphorase/resazurin fluorescence | Potency, µM (top dose mostly 76.6 µM), inactives show at the top dose activity change, negative = inhibition, actives largely listed as inhibitors | actives 0.093% (n = 390,000) | AID 602179; also: % is scaled to controls: 0 for no effect and ±100 for the full control effect; nearly all actives have a fitted effect of over 65% in size
# Target sequence (O75874 whole entry R132H, stated change not applied): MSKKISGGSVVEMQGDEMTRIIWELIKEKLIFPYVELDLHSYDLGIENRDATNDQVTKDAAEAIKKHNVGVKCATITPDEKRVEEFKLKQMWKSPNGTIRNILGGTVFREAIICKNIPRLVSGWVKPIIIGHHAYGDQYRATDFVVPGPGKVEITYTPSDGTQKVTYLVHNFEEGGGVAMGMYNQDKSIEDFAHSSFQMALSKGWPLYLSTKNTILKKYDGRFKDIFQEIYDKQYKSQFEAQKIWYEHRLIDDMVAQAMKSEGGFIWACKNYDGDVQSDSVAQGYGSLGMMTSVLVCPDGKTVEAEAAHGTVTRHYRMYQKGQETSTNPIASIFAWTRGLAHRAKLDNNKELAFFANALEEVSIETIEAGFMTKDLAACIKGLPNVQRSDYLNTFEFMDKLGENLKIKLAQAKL
#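 IDH1-R132H (0.5 ug/mL) preincubated 30 min with compound, then NADPH (0.016 mM) and alpha-KG (2 mM) added; 80 min at RT, pH 7.5. Remaining NADPH coupled via diaphorase/resazurin to fluorescence (540/590 nm); concentration-response curves normalized to no-enzyme control.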
# Vif-APOBEC3F blk – blocks the Vif interaction with APOBEC3F | HeLa A3F-eYFP + Vif (tagged APOBEC3F with the HIV-1 protein that degrades it), YFP fluorescence increase | Potency, µM (highest dose often 46.1 µM), for the others: top-dose activity, negative = active | actives 0.2% (n = 390,000) | AID 602313; also: % of control where 0% means no effect; nearly all actives have a fitted effect of over 65% in size
#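 HeLa cells stably expressing A3F-eYFP plus Vif, plated and incubated overnight at 37 deg C, then exposed to compounds overnight at 37 deg C. Blocked degradation read as raised yellow fluorescence (Ex 488/Em 500-530).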
# * hit, by the source's call; ? = inconclusive; nt = no result given; & = joins results of further samples; [ ] = dose if it differs, or a comment. Calls follow the shape of the dose curve; as a rule, active = well fitted curve in the direction sought with a large enough effect; inconclusive = small, poorly fitted or top-dose-only effect, or another doubt; inactive = no such curve, though single readings can be large; an effect the other way counts as inactive or inconclusive. Potency is read from the fitted curve at half-maximal effect. The list is partial, so the mix of outcomes need not match the whole.
# Values run as follows: ALOX12 inh | USP1 inh | TrxR1 substrate | IDH1 R132H inh | Vif-APOBEC3F blk | RGS4 inhibitor | Vif-APOBEC3G blk | RXFP1 ag | rTrxR1 inhibitor
CC1(C)Cc2c(sc(N)c2C#N)C(C)(C)N1
    -1% | -21% | 4% | 1% | 0% | -21% | 6% | -0.5% | 16%
COc1ccc(-c2noc(CCCC(=O)Nc3cccnc3)n2)cc1OC
    0% | -22% | 7% | -4% | -4% | 23% | -6% | 1.1% | 12%
COc1ccc(C2NC(=O)NC(C)=C2C(=O)Nc2cc(C)ccc2C)cc1OC (stereo not given)
    0% | -13% | -2% | 8% | -7% | -1% | -3% | 1.5% | 1%
CC(C)CCNC(=O)C(c1ccc(O)cc1)N(Cc1cccs1)C(=O)C1COc2ccccc2O1 (stereo not given)
    -35% | -17% | -8% | 0% | 6% | -1% | -9% | -0.9% | -6%
Cc1cccnc1NC(=O)c1cccc(S(=O)(=O)N2CCCC2)c1
    -21% | -20% | -4% | 1% | 0% | 0% | -4% | 1.5% | -7%
CC(=O)N1c2ccc(S(=O)(=O)N3CCC(C(=O)N4CCN(c5cccc(C(F)(F)F)c5)CC4)CC3)cc2CC1C (stereo not given)
    -8% | -4% | -4% | 7% | -4% | 6% | 6% | 0.8% | ?
COc1ccc(C(=O)N2CC3(C)C4CCC3(C)C2(C#N)C4)cc1OC (stereo not given)
    72%[activator] | -17% | 6%[57.1 µM] | 6% | -2% | 10% | -2% | 0.7% | 14%[57.1 µM]
Fc1ccc(Nc2c3c(nc4nncn24)CCC3)cc1
    -2% | -5% | -2% | nt | nt | -1% | nt | 17% | -29%
CSCCC(NC(=O)c1ccco1)C(=O)NNC(=O)c1n[nH]c(=O)c2ccccc12 (stereo not given)
    6% | -8% | 3% | 4% | -3% | -5% | 2% | nt | 11%
COc1ccccc1CNC(=O)C1CCN(S(=O)(=O)c2ccc3c(c2)CCCN3C(C)=O)CC1
    -25% | -3% | 3%[57.1 µM] | 0% | 1% | -9% | -1% | -0.3% | 30%[57.1 µM]
Cc1ccc(NC(=S)NCCN(C2CCCCC2)C2CCCC2)cc1C
    ? | -20% | -1% | 4% | 0% | 0% | 3% | -0.8% | -2%
COc1cc(C(=O)N2CCN(C3CCC(C)CC3)CC2)cc(OC)c1OC (stereo not given)
    ? | -10% | 4% | 1% | 0% | 29% | 0% | 1.4% | 30%
COC(=O)CCc1sc(Nc2ccc(Br)cc2)nc1-c1ccc(OC)cc1
    -69%&-16% | -7% | -18% | 11% | 2% | -1% | -21% | 1.9% | -24%
CN(C)c1ccc(NC(=O)COC(=O)c2ccc3c(c2)OCO3)cc1
    -25% | -5% | 2%[11.4 µM] | 8% | 4% | -21% | 0% | nt | 6%[11.4 µM]
CCCc1cc(=O)oc2c(C)c(OCC(=O)NCCCn3ccnc3)ccc12
    9%&16% | -4% | 20% | 0% | 3% | 28% | 0% | 2.2% | 1%
Cc1ccc2c(c1)NCCO2
    -19% | -7% | -1% | 4% | -2% | -39% | 0% | 0.6% | 2%
COc1cccc(Cn2c(C)c(CNC3CCCCC3)c(C(=O)O)c2C)c1
    ? | -1% | 3% | 17% | 2% | -17% | 3% | -1.9% | 0%
Cc1ccc(-n2nc3c(c2NC(=O)c2ccccc2Br)CS(=O)C3)cc1 (stereo not given)
    ? | -7% | 3% | 12% | 4% | -17% | 0% | 2.3% | 28%
Cc1csc2nc(COC(=O)c3ccc(Cl)c([N+](=O)[O-])c3)cc(=O)n12
    225%[activator] | -20% | -2% | -2% | -6% | ? | 1% | 13% | 3%
CCOC(=O)C1(CCc2ccccc2)CCN(Cc2ccccn2)CC1
    -2% | -14% | -18%[57.1 µM] | 11% | ? | -8% | -1% | 0.5% | 19%[57.1 µM]
CN(C(=O)Nc1ccccc1)C1CCCCC1
    ? | -7% | 2%[57.1 µM] | 4% | -11% | -3% | 2% | 1.0% | 12%[57.1 µM]
CC(C)CCNC(=O)NC(=O)CSc1ncccn1
    0% | -19% | 3%[57.1 µM] | -3% | 0% | 3% | -4% | 4.6% | 14%[57.1 µM]
COc1cc2c(cc1OC)CN(c1ccc(C(N)=O)cc1[N+](=O)[O-])CC2
    ? | -7% | -2%[57.1 µM] | -10% | 2% | -10% | -7% | 0.5% | -7%[57.1 µM]
Cc1cc(C)cc(C(=O)Oc2coc(CSc3nnc(NC(=O)C4CC4)s3)cc2=O)c1
    -1% | -21% | -3% | -1% | -9% | -15% | -5% | 1.8% | 5%
COc1cccc(NC(=O)Cc2c(O)c3ccccc3[nH]c2=O)c1
    -1% | -7% | ? | 7% | nt | -22% | -3% | 0.1% | -1%
O=C(O)Cn1c(=O)c2c3c(sc2n(Cc2ccc(Cl)cc2Cl)c1=O)CCCC3
    ? | -30% | 8% | -7% | 1% | -16% | 0% | 0.3% | 16%
CCCCOc1c(Cl)cc(CNC(C)(C)CO)cc1OCC
    8% | -14% | 6% | 1% | -5% | -13% | 1% | 1.6% | 9%
CCOc1cccc2cc(C(N)=O)c(=N)oc12
    -5% | -22% | -3% | 10% | -15% | -17% | 5% | 14% | -3%
COc1ccc(C2CC(c3cccs3)=NN2C(=O)c2ccc(Br)o2)cc1 (stereo not given)
    ? | -14% | 9% | 10% | 6% | -19% | -7% | 0.4% | -24%
Cc1ccc(C(=O)Nc2cccc(NC(=O)c3cccs3)c2)c(C)c1
    ? | -22% | 1% | -5% | -1% | 17% | -1% | -0.9% | 20%
COc1ccc(-c2csc3ncnc(N4CCN(c5ccccc5O)CC4)c23)cc1
    nt | 2% | -10% | -4% | -1% | -12% | -3% | -1.7% | -8%
CCOC(=O)C1C(=O)C=C(c2cccc(NS(C)(=O)=O)c2)CC1c1ccco1 (stereo not given)
    -21% | -18% | 6%[57.1 µM] | 4% | 1% | 4% | 1% | -0.4% | -28%[57.1 µM]
O=C(/C=C/c1ccc(F)cc1)NC(=S)NNC(=O)c1cccnc1
    -26% | -3% | -5% | 3% | 9% | -32% | -4% | -0.5% | ?
CCOC(=O)N1CCC(NC(=O)C2CCCN(C(=O)c3cc4sccc4n3C)C2)CC1 (stereo not given)
    -2% | -4% | 1%[57.1 µM] | 5% | 0% | 10% | -1% | 1.1% | 3%[57.1 µM]
COCCNC(=S)NNC(=O)CSCc1ccc(Cl)cc1Cl
    -2% | -17% | 3% | 3% | 0% | -38% | 1% | -2.1% | -9%[57.1 µM]
COc1ccc(S(=O)(=O)N2CCOC23CCN(S(=O)(=O)c2cc(F)ccc2F)CC3)cc1
    -12% | -8% | -6% | 6% | 5% | -18% | 2% | -0.8% | -14%
Cc1cc(C(=O)N/N=C2\CCCC(=O)C2)c2ccccc2n1
    16% | -7% | -16% | 3% | 4% | 18% | 4% | 0.5% | ?
COc1cc(NC(=O)c2cccc(C)c2)c(OC)cc1NC(=O)CN1CCCCC1
    2% | ? | -7% | 7% | 1% | 5% | 0% | -2.2% | 26%[57.1 µM]
COc1ccc(NC(=O)CSc2nnc(C3CCCCC3)n2-c2ccccc2)cc1
    0% | -9% | 0% | -2% | -2% | -25% | -5% | 0.8% | 3%
COc1cc(NC(=O)c2ccc(OCc3c(C)noc3C)c(OC)c2)cc(OC)c1
    7% | -16% | -6% | 1% | -10% | -31% | -11% | nt | -12%
CC(C)[C@@H]1NC(=O)c2cc([N+](=O)[O-])cc(I)c2NCCC[C@@H](C(N)=O)NC(=O)[C@H](CO)NC1=O
    ? | -16% | -7% | 7% | 6% | -33% | -1% | -0.3% | ?
Cc1ccc2[nH]c(CSc3nnc(NC(=O)c4ccc(Cl)cc4)s3)cc(=O)c2c1
    -14% | -14% | -2%[57.1 µM] | -12% | -1% | 3% | -1% | 0.0% | 21%[57.1 µM]
O=C(O)C1=C[C@@H](c2ccc(C(F)(F)F)cc2)C[C@@H](OCCCCO)O1
    ? | -7% | -3% | -16% | -8% | 5% | -1% | nt | 9%
O=C(NCCCN1CCCC1=O)Nc1ccc(Cl)cc1Cl
    -1% | 0% | -4% | -5% | -27% | -15% | 0% | -0.6% | -6%
COc1ccc(-n2c(C)cc(C(=O)COC(=O)Cn3cnc4ccccc43)c2C)cc1
    ? | -3% | -6%[57.1 µM] | -1% | -7% | 22% | 1% | -1.5% | -6%
N=C1/C(=C\c2ccc(-c3cc(Cl)cc(Cl)c3)o2)C(=O)N=C2SC=C(c3ccccc3)N12
    ? | -8% | 0% | 5% | -7% | -51% | -5% | 0.1% | -14%
CCOC(=O)c1c(C=O)c2sc(C)cc2n1C
    6% | -16% | 16% | 3% | -2% | -23% | 1% | 3.7% | 18%

# Sorted by molecular weight (high to low): three of the compounds above.
# Values run as follows: ALOX12 inh | USP1 inh | TrxR1 substrate | IDH1 R132H inh | Vif-APOBEC3F blk | RGS4 inhibitor | Vif-APOBEC3G blk | RXFP1 ag | rTrxR1 inhibitor
CC(C)[C@@H]1NC(=O)c2cc([N+](=O)[O-])cc(I)c2NCCC[C@@H](C(N)=O)NC(=O)[C@H](CO)NC1=O
    ? | -16% | -7% | 7% | 6% | -33% | -1% | -0.3% | ?
N=C1/C(=C\c2ccc(-c3cc(Cl)cc(Cl)c3)o2)C(=O)N=C2SC=C(c3ccccc3)N12
    ? | -8% | 0% | 5% | -7% | -51% | -5% | 0.1% | -14%
CCOC(=O)c1c(C=O)c2sc(C)cc2n1C
    6% | -16% | 16% | 3% | -2% | -23% | 1% | 3.7% | 18%
